ROMK mod: human ROMK K+ channel modulation, primary screen. P48048. Tet-inducible ROMK, thallium flux fluorescence; actives lie on both sides. B-score at 10 µM. 130,000 compounds, 2% hits. AID 1918;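 active means signal ratio slope over the read window, or its plate-corrected B-score, at least 3 SD from the plate mean, either direction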;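 further: B-score of the F/F0 ratio slope over 7 to 12 s after thallium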
Diaph act CS: diaphorase activation or chemical reduction counter-screen; 190,000 compounds, 0.005% hits; Diaphorase/resazurin coupled assay, resorufin fluorescence, 16 min; stronger effect = higher value; 1 = vehicle wells, 0 = NADH-free wells; activation factor at 20 µM; AID 1229;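 active means diaphorase activity raised at least twofold by the compound at 20 µM; inactive means activation factor below 2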
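Measured by – red resorufin fluorescence at 544/590 nm excitation/emission · Test system – Clostridium kluyveri diaphorase, purified enzyme · Incubation – reaction time 16 min, room temperature · Buffer or medium – 50 mM HEPES pH 7.4 with 4.542 mM MgCl2, 0.005% Tween 20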
Diaphorase inh: inhibits diaphorase or chemically oxidizes, flagging diaphorase assay artifacts; inhibition, % at 20 µM; diaphorase resazurin-to-resorufin fluorescence, NADH, 16 min; bacterial (C. kluyveri) enzyme, not human; 190,000 compounds, 0.69% hits; AID 1217;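 active means primary screen inhibition at 20 µM above a set limit, cut at about 50% in these data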;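 further: plate controls were DMSO with full reaction for no effect and wells lacking NADH for full effect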
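controls = No-NADH positive control and DMSO neutral control | system = Clostridium kluyveri diaphorase enzyme | timing = reaction incubation of 16 min at room temperature | signal = resorufin fluorescence 544/590 nm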
PPARg SRC-1 ag: promotes SRC-1 coactivator recruitment by human PPARgamma; PPARgamma-SRC-1 coactivator recruitment biochemical assay; activation, % at 8 µM; 200,000 compounds, 0.41% hits; in the data active means activation above about 19%;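 further: 0% = DMSO and 100% = reference agonist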
PPARg SRC-2 ag: agonists of SRC-2 recruitment by human PPARgamma | activation, % at 8 µM | PPARgamma LBD-SRC-2 recruitment, biochemical | P37231 | 200,000 compounds, 0.34% hits; in the data active means activation above about 22%;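 further: 0% = vehicle and 100% = reference agonist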
S1P3 antagonist: S1P3 (human) receptor antagonism | Q99500 | CHO S1P3 NFAT-BLA reporter, FRET fluorescence, antagonist mode | inhibition, % at 4.98 µM | 170,000 compounds, 0.27% hits;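 active means inhibition above the plate cutoff, the mean inhibition of test wells on that plate plus 3 SD, cut at about 28% in these data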;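 further: cells challenged with S1P at its EC80 of 0.8 µM; blue over green emission ratio from cleaved BLA substrate after 4 h stimulation; 0% = S1P-stimulated wells and 100% = unstimulated DMSO-only wells; some compounds past the cut are filed as inactive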
Target sequence (Q99500 whole entry, looked up): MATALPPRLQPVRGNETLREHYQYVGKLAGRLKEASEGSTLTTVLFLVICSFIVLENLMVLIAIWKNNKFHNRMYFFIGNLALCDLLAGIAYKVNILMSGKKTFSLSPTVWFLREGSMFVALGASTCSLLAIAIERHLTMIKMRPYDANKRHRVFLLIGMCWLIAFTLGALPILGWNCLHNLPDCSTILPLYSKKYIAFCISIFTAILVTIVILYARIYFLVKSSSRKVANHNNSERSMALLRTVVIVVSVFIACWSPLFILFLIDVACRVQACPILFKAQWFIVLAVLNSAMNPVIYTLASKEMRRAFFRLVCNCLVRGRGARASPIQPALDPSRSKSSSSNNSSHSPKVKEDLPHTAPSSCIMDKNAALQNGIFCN
PPARg SRC3 recr: agonists of human PPARgamma SRC-3 coactivator recruitment; P37231; AID 731; 200,000 compounds, 0.26% hits; activation, % at 8 µM; biochemical PPARgamma/SRC-3 coactivator recruitment assay; in the data active means activation above about 23%;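 further: 0% = DMSO and 100% = reference agonist; some compounds past the cut are filed as inactive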
PMI act: activators of human phosphomannose isomerase | P34949 | purified human PMI, coupled resazurin fluorescence, 20 min; stronger effect = higher value; 1 = vehicle control, 0 substrate-free wells | activation factor at 20 µM | 190,000 compounds, 0.005% hits;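 active means activation factor of 2 or more at 20 µM, relative to plate controls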
Target sequence (P34949 whole entry, looked up): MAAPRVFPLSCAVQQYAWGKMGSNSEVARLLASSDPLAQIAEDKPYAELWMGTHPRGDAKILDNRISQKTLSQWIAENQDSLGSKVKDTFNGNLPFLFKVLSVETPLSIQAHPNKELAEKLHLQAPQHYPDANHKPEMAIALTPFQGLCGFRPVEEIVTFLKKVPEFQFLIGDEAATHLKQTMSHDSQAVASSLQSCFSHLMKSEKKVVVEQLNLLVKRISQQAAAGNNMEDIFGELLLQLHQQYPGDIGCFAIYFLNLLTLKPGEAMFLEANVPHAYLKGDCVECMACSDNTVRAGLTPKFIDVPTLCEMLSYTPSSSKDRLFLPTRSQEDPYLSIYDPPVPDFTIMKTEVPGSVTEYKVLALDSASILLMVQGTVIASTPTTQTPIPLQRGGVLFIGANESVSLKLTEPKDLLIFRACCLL
G6PDH counter: L. mesenteroides G6PDH inhibition counter-screen; 200,000 compounds, 0.12% hits; Purified L. mesenteroides G6PDH, diaphorase/resazurin coupled fluorescence, 45 min; inhibition, % at 5 µM; in the data active means inhibition above about 50%
TR-FRET SRC-2 ct: flags TR-FRET format artefacts in PPARgamma SRC-2 recruitment agonist screen. TR-FRET artefact counter-screen; stronger effect = higher value. TR-FRET ratio at 8 µM. 200,000 compounds, 0.4% hits; in the data active means TR-FRET ratio above about 2000; further: inactives centre near 1500
PMI act satM6P: activators of human phosphomannose isomerase at near-saturating mannose 6-phosphate; P34949; 190,000 compounds, 0.34% hits; activation factor at 20 µM; coupled PMI enzyme assay, resazurin fluorescence, 20 min; stronger effect = higher value; 1 = untreated enzyme, 0 = substrate-free blank; AID 1216;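 active means activation factor of 2 or more at 20 µM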
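Material: human phosphomannose isomerase with PGI, G6PDH, diaphorase coupling enzymes; amount: PMI at 15 ng/mL final; also added: Mannose-6-phosphate 1.0 mM (near-saturating) plus 0.22 mM NADP+; incubation: enzyme reaction with compound 20 min at room temperature; signal: resorufin fluorescence (Ex 544/Em 590 nm) from resazurin via diaphorase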
Active calls of the source: *; nt = no result given.

mol	ROMK mod	Diaph act CS	Diaphorase inh	PPARg SRC-1 ag	PPARg SRC-2 ag	S1P3 antagonist	PPARg SRC3 recr	PMI act	G6PDH counter	TR-FRET SRC-2 ct	PMI act satM6P
CC1(C)CC(=O)C2=C(C1)NC1=C(C(=O)c3ccccc31)C2c1ccccc1 (stereo not given)	nt	0.7	29.3	9.2	-1.2	-5.2	10.2	0.8	-13.7	1580	0.9
CN(C)Cc1c(O)ccc2occ(C(O)c3ccccc3)c12 (stereo not given)	nt	0.9	6.5	-2.6	-3.9	0.7	0.3	1	6.7	1471	0.9
O=C(OCc1nnc(-c2ccccc2)o1)C12CC3CC(CC(Br)(C3)C1)C2	-0.257	0.9	12.7	5.6	7.2	-25.8	-3.0	0.9	0.9	1842	0.9
O=c1c(-c2ccccc2)c(O)c2cccc3c2n1CCC3	nt	1	1.0	3.1	-3.4	-2.0	6.2	1	1.8	1620	1
Cc1ccccc1NC(=O)Nc1ccccc1C(N)=O	-0.0523	0.8	19.7	10.8	-2.0	15.1	-1.0	0.9	15.5	1552	0.9
CCCSc1nnc2nc3c(nn12)c1ccccc1n3C	nt	0.8	15.1	3.2	12.3	-13.7	11.9	0.9	-32.6	1578	0.9
CSC1=NCCN1C(=O)c1ccco1	nt	0.8	15.9	3.4	-0.9	-5.3	-0.2	0.9	9.1	1513	1
O=C(c1cccs1)N1CCN(c2ncccn2)CC1	1.46	0.9	7.8	-0.5	-0.4	nt	-7.5	1	2.5	1418	1
C#CC(C)(CC)NC(=O)Cn1nnc(-c2cccc(C(F)(F)F)c2)n1 (stereo not given)	0.13	1	-3.8	-7.0	-5.2	10.4	4.4	1.1	6.1	1568	1.1
Cc1ccn2c(C=O)c(-c3ccc(F)cc3)c(C=O)c2c1	0.0203	0.9	11.7	4.2	3.0	9.4	2.2	0.9	1.9	1712	0.9
Cc1ccc(N(C(=O)c2csnn2)C(C(=O)NC(C)(C)C)c2cccs2)cc1 (stereo not given)	nt	0.9	13.2	6.3	7.0	nt	-2.6	1	-0.4	1537	1
Cc1nc(C(C)N(C)Cc2nc(-c3ccc4c(c3)OCO4)no2)c(C)s1 (stereo not given)	-0.279	1.2	-20.4	-3.5	-8.3	2.6	-5.5	1	17.0	1298	1.1
CNC(=S)N/N=C/c1cn(Cc2ccc(F)cc2)c2ccccc12	nt	0.8	17.6	0.7	-2.7	7.1	5.0	0.9	-18.7	1561	1
Cc1ccc(CN(C(=O)c2ccco2)C(C(=O)NC2CCCC2)c2cccnc2)cc1 (stereo not given)	-0.0749	0.9	5.4	-3.5	-1.7	-2.4	0.1	1.1	23.3	1593	1
CCCn1c(SCC(=O)c2cc(C)c(C)cc2C)n[nH]c1=O	nt	0.9	12.1	3.0	10.6	nt	3.1	1.1	-2.1	1522	1.3
CN1CCN(C/C(=C2/N=C(c3ccccc3)OC2=O)N(C)C)CC1	nt	1	0.9	2.1	9.7	nt	-1.6	1	29.8	1479	1
CCN1CCCC1CNC(=O)c1cn(C)c2ccc(S(=O)(=O)N3CCCCCC3)cc2c1=O (stereo not given)	-0.0286	0.9	8.9	-1.3	1.4	14.3	1.5	1.1	6.7	1647	1.1
COCC(O)CSc1c([N+](=O)[O-])nc(C)n1Cc1ccc(OC)c([N+](=O)[O-])c1 (stereo not given)	nt	1	3.4	-0.4	-6.2	nt	-1.3	1	-4.1	1429	1
COc1ccc(C2N(c3cc(C)on3)C(=O)C3CCCN32)cc1OC (stereo not given)	-0.383	0.9	12.6	2.0	4.8	-36.0	0.0	0.9	1.7	1615	0.9
CCN(CC)c1ccc(C=C(c2nnnn2-c2ccc(C)cc2)c2nnnn2-c2ccc(C)cc2)cc1	nt	0.8	18.6	3.7	9.6	19.8	2.0	0.9	-21.4	1626	0.9
COc1ccc(/C=C/C(=O)Nc2ccc3nc4n(c(=O)c3c2)CCCC4)cc1	0.159	0.9	14.3	12.2	-4.9	16.5	-1.9	1	2.3	1423	1
C=CCOC(=O)C1=C(C)OC(N)=C(C#N)C1c1c(C)nn(-c2ccccc2)c1Cl (stereo not given)	-4.03*	0.8	16.4	9.4	-3.5	12.0	3.5	0.9	10.8	1621	0.9
CCOC(=O)C(NC(=O)c1ccccc1)(Nc1cc(C)on1)C(F)(F)F (stereo not given)	nt	1.1	-7.2	-7.0	-2.3	-12.0	7.2	1.1	24.3	1484	1.1
O=C(c1ccc(CS(=O)(=O)Cc2ccc(Cl)cc2)o1)N1CCCC1	-0.786	0.8	17.8	2.7	-3.1	-26.2	-10.4	0.9	3.8	1479	0.9
NC(=O)COC(=O)CNC(=O)c1ccc(Cl)cc1	nt	0.9	7.1	10.0	5.1	nt	21.2	0.9	1.2	1658	0.9
COc1cc(C(Nc2ccc3c(c2)OCO3)C(=O)NC2CCCCC2)cc(OC)c1OC (stereo not given)	nt	0.6	41.6	0.3	5.4	-22.6	2.9	0.5	12.7	1628	0.6
Cc1cc(C)c2c(N)c(C(=O)NN3CC(=O)N(c4ccccc4F)CC3=O)sc2n1	-0.0286	0.7	27.0	-0.3	8.9	nt	-4.2	0.9	-3.7	1632	0.9
CCC(CC)NC(=O)Cc1ccc(F)cc1	-0.0844	0.9	9.7	0.3	9.4	5.2	-2.6	1	11.6	1385	1
CC(C)n1c(SCc2cc(=O)[nH]c3ccccc23)nc2c1c(=O)n(C)c(=O)n2C	nt	0.9	12.5	nt	nt	-5.4	nt	1	4.7	nt	1.1
COC(=O)C1C(=O)NC(SC)=C(C#N)C1c1ccccc1F (stereo not given)	nt	1.1	-9.6	0.8	2.3	-0.1	-1.3	1.1	10.2	1489	1
Cc1ccccc1N1CCN(Cc2c(C#N)c3ccccc3n2C)CC1	0.0494	0.8	19.1	1.3	7.5	1.0	13.5	1	-1.3	1463	1
CCOC(=O)c1sc2nc[nH]c(=O)c2c1C	-0.0715	1	4.9	1.3	3.7	nt	0.7	1	-1.5	1340	1.1
O=C(Nc1cccnc1)C1=NN(C2CCS(=O)(=O)C2)C(=O)CC1 (stereo not given)	-0.0331	0.9	10.5	-10.6	-2.0	-4.5	-1.3	1	3.2	1407	1
COc1cccc(Cn2c(=O)sc3ccccc3c2=O)c1	0.357	0.9	5.6	2.5	-2.4	-20.4	-0.5	0.9	4.0	1380	1
CNC(=O)COC(=O)c1ccccc1Nc1ccccc1	-1.24	0.9	13.9	4.9	-0.8	-3.7	-1.0	1	-5.2	1579	1
CN(CCc1ccccn1)C(=O)c1ccc(OC(F)(F)F)cc1	0.359	1.2	-17.1	2.1	9.0	-8.0	5.4	1.1	-0.3	1774	1.2
COc1ccccc1Nc1ncc(C(C)=O)c(C)n1	0.00354	0.9	12.8	6.0	8.2	-8.6	5.2	1	4.2	1682	1
Cc1cc(Cl)c(S(=O)(=O)Nc2ccc(S(=O)(=O)N3CCOCC3)cc2)cc1OCC(N)=O	-0.257	1.2	-16.4	1.8	3.9	12.0	-3.3	1.1	12.7	1460	1.1
CCOC(=O)CC(NC(=O)CCc1c(C)nc2ncnn2c1C)c1ccc(OC(C)C)cc1 (stereo not given)	0.632	0.9	12.3	6.3	3.4	7.8	4.7	1.1	1.2	1623	1
O=C(NCc1ccccc1)C1=C[C@@H](C2CCCCC2)C[C@@H](OCc2ccc(CO)cc2)O1	nt	0.7	29.1	0.6	-2.3	3.8	-1.5	0.8	11.8	1477	0.8

By substructure: those above with two or more sulfur atoms.
mol	ROMK mod	Diaph act CS	Diaphorase inh	PPARg SRC-1 ag	PPARg SRC-2 ag	S1P3 antagonist	PPARg SRC3 recr	PMI act	G6PDH counter	TR-FRET SRC-2 ct	PMI act satM6P
Cc1ccc(N(C(=O)c2csnn2)C(C(=O)NC(C)(C)C)c2cccs2)cc1 (stereo not given)	nt	0.9	13.2	6.3	7.0	nt	-2.6	1	-0.4	1537	1
Cc1cc(Cl)c(S(=O)(=O)Nc2ccc(S(=O)(=O)N3CCOCC3)cc2)cc1OCC(N)=O	-0.257	1.2	-16.4	1.8	3.9	12.0	-3.3	1.1	12.7	1460	1.1

Further records
mol	ROMK mod	Diaph act CS	Diaphorase inh	PPARg SRC-1 ag	PPARg SRC-2 ag	S1P3 antagonist	PPARg SRC3 recr	PMI act	G6PDH counter	TR-FRET SRC-2 ct	PMI act satM6P
Cc1ccc(-c2nc3ncccc3o2)cc1NC(=O)c1cc2ccccc2o1	0.128	0.9	14.5	3.4	-1.9	27.9	-9.8	1	0.9	1622	1
O=C(COC(=O)c1ccccc1Oc1ccccc1)NC1CC1	-0.543	0.8	21.2	-8.2	-0.7	-11.7	-5.1	1	3.6	1462	1
COc1ccccc1NS(=O)(=O)c1ccc(C)c(NC(=O)NC2CCCCC2)c1	-1.45	0.8	20.8	-0.3	-3.4	-0.2	-0.2	0.8	15.6	1406	1
COc1cccc(Nc2nc(-c3sc(N)nc3C)cs2)c1	-2.41	0.7	28.6	2.9	16.2	-15.0	5.6	0.8	-70.5	1528	1
O=Cc1ccc(OC2OCCOC2Oc2ccc(C=O)cc2)cc1 (stereo not given)	0.313	0.9	14.5	-1.9	-3.1	-7.9	-0.4	1.1	-5.0	1516	1
Cc1nnc(SCCn2c(N3CCCCCC3)nc3c2c(=O)[nH]c(=O)n3C)s1	nt	1	4.9	-0.9	-4.5	-30.1	10.7	1	7.2	1304	1.1
CCN(c1ccccc1)S(=O)(=O)c1ccc(NC(=O)C(C)(C)C)cc1	nt	0.9	8.5	0.5	-2.8	nt	-9.7	1	-2.7	1539	1
CC(C)(C)C(=O)c1cn(CC(=O)NCc2ccc3c(c2)OCO3)c2ccccc12	nt	0.9	14.0	-1.0	3.7	nt	8.5	1	6.7	1485	1
COc1ccc(C)cc1NC(=O)C1C2C=CC(C2)C1C(=O)O (stereo not given)	nt	0.9	8.5	5.8	0.5	34.5	-3.1	0.9	-8.1	1524	0.9
COc1ccc(CN(CCN2CCOCC2)C(=O)c2c(F)cccc2F)cc1OC	-0.243	0.9	9.7	-1.6	0.2	1.1	-4.9	1.1	5.0	1506	1
Cc1ccccc1NC(=O)COc1nsnc1N1CCOCC1	nt	0.9	10.5	-10.1	-8.8	nt	-3.5	0.9	2.6	1448	0.9
CCN(CC)c1ccc(C2C3CCCCC3(O)CCN2C(=O)c2cccs2)cc1 (stereo not given)	nt	0.9	11.5	4.4	5.1	10.3	-1.8	0.8	-11.5	1676	0.9
CCOc1ccccc1CN1CCN(Cc2nc3ccccc3s2)CC1CCO (stereo not given)	-1.51	nt	nt	4.5	-3.5	-4.6	-3.5	nt	-1.7	1512	nt

Compounds were not picked by outcome; about 3.3% have a hit in one of these screens.
